ALDH1A1 block – inhibitors of human aldehyde dehydrogenase 1A1; 7.3% of 220,000 active; P00352; Potency, µM (highest dose often 75.3 µM), for the others: top-dose activity, negative = inhibition, most hits filed as inhibitors; Purified ALDH1A1, NADH fluorescence, propionaldehyde substrate; AID 1030; active = well fitted inhibition curve with a large enough effect, not every such curve was filed as active; inconclusive = small, poorly fitted or top-dose-only effect, or another doubt; inactive = no such curve, though single readings can be large or run the other way;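 note: plate controls were no enzyme wells and a reference inhibitor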
Target sequence (P00352 whole entry, looked up): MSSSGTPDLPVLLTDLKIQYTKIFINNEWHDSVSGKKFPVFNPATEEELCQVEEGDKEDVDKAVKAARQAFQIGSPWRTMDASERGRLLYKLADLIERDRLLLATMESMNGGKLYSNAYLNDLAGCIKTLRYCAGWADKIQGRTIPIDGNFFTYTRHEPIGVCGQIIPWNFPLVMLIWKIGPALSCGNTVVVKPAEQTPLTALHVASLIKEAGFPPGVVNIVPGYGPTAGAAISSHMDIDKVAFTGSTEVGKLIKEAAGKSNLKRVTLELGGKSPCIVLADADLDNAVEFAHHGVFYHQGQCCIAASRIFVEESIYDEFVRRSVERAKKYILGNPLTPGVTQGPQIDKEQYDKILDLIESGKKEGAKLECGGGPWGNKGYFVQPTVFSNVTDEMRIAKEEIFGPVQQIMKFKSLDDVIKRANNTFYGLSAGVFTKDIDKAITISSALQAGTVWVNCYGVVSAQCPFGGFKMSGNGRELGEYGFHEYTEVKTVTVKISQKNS
SMN2 splice enh – enhancers of SMN2 splice variant expression | Potency, µM (series often up to 46.1 µM), for inactives: at the top dose activity change, positive = activation, actives largely listed as activators | HEK293 SMN2-luciferase splicing reporter, luminescence, 30-36 h | AID 1458 | 2.8% of 210,000 active; note: % of control where 0% means no effect; nearly all actives have a fitted effect of over 55% in size
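HEK293 cells carry an SMN2 […]–luciferase reporter in which exon 7 inclusion puts luciferase in frame. Cells were plated 10-12 h before compound addition, then incubated 30-36 h at 37C. ONE-Glo luminescence was read; sodium butyrate at 4.5 mM final served as control.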
L3MBTL1 block – L3MBTL1 (human) inhibition | 0.66% of 230,000 active | AlphaScreen L3MBTL1–H3K9me1 peptide binding | Q9Y468 | Potency, µM (doses to about 57.1 µM), for inactives: top-dose activity, negative = inhibition, hits mostly inhibitors | AID 485360; note: % is set by controls: 0 for no effect and ±100 for the full control effect; nearly all actives have a fitted effect of over 60% in size
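L3MBTL1 50 nM + b-AHA-H3(1-15)K9me1 75 nM, 30 min RT; compound added, 30 min RT; streptavidin donor/Ni-chelate acceptor beads 10 ug/mL each final, 30 min RT dark; AlphaScreen read.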
Tau fibril ThT – inhibitors of human tau fibril formation, thioflavin T binding; P10636; recombinant tau K18 P301L (four-repeat tau fragment), heparin-induced fibrillization, ThT fluorescence; Potency, µM (titrated, usually from 57.4 µM), without a hit: at the top dose activity, negative = inhibition, most hits filed as inhibitors; 2.1% of 270,000 active; note: % is set by controls: 0 for no effect and ±100 for the full control effect; nearly all actives have a fitted effect of over 55% in size
Target sequence (P10636 561-689 P618L limits assumed): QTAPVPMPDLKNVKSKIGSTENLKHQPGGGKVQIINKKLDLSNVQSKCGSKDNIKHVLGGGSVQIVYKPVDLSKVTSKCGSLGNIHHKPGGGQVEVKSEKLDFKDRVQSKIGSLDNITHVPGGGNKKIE
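Recombinant human tau K18 fragment […] carrying P301L, 15 uM unlabeled plus 0.24 uM Alexa 594-labeled, was fibrillized with 20 uM heparin in 100 mM sodium acetate pH 7 for 6 hr at 37 C; 30 uM ThT fluorescence read after 1 hr.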
Luc counter – counter-screen: inhibitors of Kinase-Glo firefly luciferase; Potency, µM (top dose mostly 38.3 µM), without a hit: at the highest dose activity change, negative = inhibition, hits mostly inhibitors; Kinase-Glo luciferase, ATP luminescence, 8 min; 0.28% of 200,000 active; Q27757; note: % is set by controls: 0 for no effect and ±100 for the full control effect; nearly all actives have a fitted effect of over 60% in size
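Luminescence was the read-out, taken after 8-minute incubation at ambient temperature. Luciferase turned over luciferin with 10 uM ATP in imidazole pH 7.2 buffer containing KCl, MgCl2, Tween 20 and BSA.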
RECQ1 inh – inhibitors of human RECQ1 DNA helicase. RECQ1 DNA unwinding, red fluorescence kinetic read. Potency, µM (titrated, usually from 57.3 µM), inactives show top-dose activity, negative = inhibition, actives largely listed as inhibitors. 0.54% of 240,000 active;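 note: plate controls were vehicle for no effect and no enzyme for full effect; nearly all actives have a fitted effect of over 30% in size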
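50 nM RECQ1T1 preincubated 15 min with compound in Tris pH 8.0 buffer with MgCl2, DTT, Tween-20 and 2.5 ug/ml poly(dI-dC); started with 200 nM TAMRA/BHQ-2 forked duplex and 2 mM ATP. Unwinding read as fluorescence (525/598 nm), two reads 2 h apart.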
Lamin A splicing – changes lamin A minigene splicing in HeLa cells; HeLa LMNA splicing GFP/RFP minigene ratio, 48 h; Potency, µM (highest dose often 46.1 µM), for the others: at the highest dose ratio change, negative = inhibition, actives largely listed as inhibitors; 0.01% of 200,000 active; active = well fitted inhibition curve with a large enough effect in the signal ratio, with a control signal flat, not every such curve was filed as active; inconclusive = small, poorly fitted or top-dose-only effect, or effect the other way, or a change in a side signal; the % refers to the signal ratio; note: % is set by controls: 0 for no effect and ±100 for the full control effect
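Read-out is the ratio of GFP to DsRed2 object intensity, acquired by 488 nm laser-scanning cytometry on HeLa lamin A-EGFP minigene reporter cells. Compound incubation 48 hrs at 37 °C in Opti-MEM with 2% FBS; DMSO 0.5% final.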
KDM4E inh – blocks human JMJD2E demethylase activity | JMJD2E catalytic domain, FDH-coupled NADH fluorescence (FDH is formaldehyde dehydrogenase) | Potency, µM (titrated, usually from 57.1 µM), without a hit: at the highest dose activity change, negative = inhibition, most hits filed as inhibitors | 1.6% of 230,000 active | AID 2147; active = well fitted inhibition curve with a large enough effect, not every such curve was filed as active; inconclusive = small, poorly fitted or top-dose-only effect, or another doubt; inactive = no such curve, though single readings can be large or run the other way;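 note: 0% = wells with enzyme and -100% = buffer wells without enzyme; nearly all actives have a fitted effect of over 50% in size; many of its hits are not listed in these tables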
Target sequence (B2RXH2 1-337 limits assumed): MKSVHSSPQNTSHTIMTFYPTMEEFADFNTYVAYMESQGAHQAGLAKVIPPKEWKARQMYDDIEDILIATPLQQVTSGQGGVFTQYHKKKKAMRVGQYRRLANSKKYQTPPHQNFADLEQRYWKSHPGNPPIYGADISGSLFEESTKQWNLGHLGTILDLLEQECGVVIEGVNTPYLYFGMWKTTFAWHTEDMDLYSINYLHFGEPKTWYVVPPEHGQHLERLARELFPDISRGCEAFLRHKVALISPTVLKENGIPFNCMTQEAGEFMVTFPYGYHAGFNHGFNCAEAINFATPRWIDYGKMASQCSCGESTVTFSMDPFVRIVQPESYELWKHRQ
* marks the source's active call; other numbers are inactive results; & = joins results of further samples; [ ] = dose if it differs, or a comment. Unless noted, calls come from the whole dose curve; as a rule, active = well fitted curve in the direction sought with a large enough effect; inconclusive = small, poorly fitted or top-dose-only effect, or another doubt; inactive = no such curve, though single readings can be large; an effect the other way counts as inactive or inconclusive. Potency is the fitted concentration of half-maximal effect. An excerpt, so the mix of outcomes need not match the whole.

For Cc1ccc(C(=O)Nc2ccccc2C(=O)N2CCCC2)cc1[N+](=O)[O-] the results were ALDH1A1 block 4%, SMN2 splice enh 4%, L3MBTL1 block 4%, Tau fibril ThT -7%, Luc counter 3%, RECQ1 inh -8%, Lamin A splicing 7% and KDM4E inh -1%.
`Nc1c2c(nc3ccccc13)N(C1CCCCC1)CC2` gave ALDH1A1 block inconclusive, SMN2 splice enh -4%, L3MBTL1 block -3%, Tau fibril ThT -2%, Luc counter 2%, RECQ1 inh -12%, Lamin A splicing inconclusive and KDM4E inh inconclusive.
`CCC(C)NC(=O)c1cc(Sc2nnc(C)s2)nc2ccccc12` (stereo unspecified) gave ALDH1A1 block 4%, SMN2 splice enh -3%, L3MBTL1 block -3%, Tau fibril ThT -2%, Luc counter 0%, RECQ1 inh -1%, Lamin A splicing inconclusive and KDM4E inh -23%.
For Cc1nc(SCN2C(=O)c3ccccc3C2=O)n[nH]1 the results were ALDH1A1 block 10%, SMN2 splice enh -5%, L3MBTL1 block -5%, Tau fibril ThT -6%, Luc counter 0%, RECQ1 inh -9%, Lamin A splicing 6% and KDM4E inh 5%.
For CC(=O)OC1CC(C)(C)N(OC(=O)c2ccccc2)C(C)(C)C1 the results were ALDH1A1 block 12%, SMN2 splice enh 17%, Tau fibril ThT -5%, Luc counter 1%, RECQ1 inh inactive, Lamin A splicing -7% and KDM4E inh 0%.
Cc1ccc(SCc2nc3ccccc3[nH]2)cc1 was read as ALDH1A1 block inconclusive, SMN2 splice enh inconclusive, L3MBTL1 block -8%, Tau fibril ThT -4%, Luc counter inconclusive, RECQ1 inh 7%, Lamin A splicing 4% and KDM4E inh -10%.
For O=C(Cc1ccccc1)NCC(=O)OCC(=O)c1ccc([N+](=O)[O-])cc1 the results were ALDH1A1 block 1.4µM*, SMN2 splice enh 16%, L3MBTL1 block 3%, Tau fibril ThT inconclusive, Luc counter 2%, RECQ1 inh -5%, Lamin A splicing -1% and KDM4E inh 10%.
`Cc1cc(C2=NNC(=NC3CC3)SC2)c(C)n1Cc1ccco1` gave ALDH1A1 block 20µM*, SMN2 splice enh -70%[inhibitor], L3MBTL1 block 5%, Tau fibril ThT inconclusive, Luc counter inconclusive, RECQ1 inh -9%, Lamin A splicing inconclusive and KDM4E inh -24%.
`O=C1S/C(=C\c2ccc(O)c([N+](=O)[O-])c2)C(=O)N1c1ccccc1Cl` gave ALDH1A1 block 0.45µM*, SMN2 splice enh -19%, L3MBTL1 block -22%, Tau fibril ThT 6.3µM*, Luc counter 3%, RECQ1 inh inactive and KDM4E inh -6%.
Screening Cc1ccc(C(=O)N(Cc2nc(-c3ccc(C)cc3)no2)C(C)C)cc1 returned ALDH1A1 block -4%, SMN2 splice enh 25%, Tau fibril ThT -15%, Luc counter -4%, RECQ1 inh -8%, Lamin A splicing -2% and KDM4E inh -5%.
C=C1N(c2ccccc2)C(=O)OC1(C)C was read as ALDH1A1 block 4%, SMN2 splice enh 5%, L3MBTL1 block 1%, Tau fibril ThT -3%, Luc counter 4%, RECQ1 inh 0%, Lamin A splicing -16% and KDM4E inh -6%.
`Cc1ccc(S(=O)(=O)c2ccc(Cl)cc2)cc1S(=O)(=O)N(C)CC(=O)O` gave ALDH1A1 block 7%, SMN2 splice enh -5%, L3MBTL1 block 0%, Tau fibril ThT -4%, Luc counter 14%, RECQ1 inh -2%, Lamin A splicing 1% and KDM4E inh -5%.
Screening COCCN(CCOC)C(=O)c1ccc(SCc2ccc(C)cc2)c([N+](=O)[O-])c1 returned ALDH1A1 block -12%, SMN2 splice enh -13%, Tau fibril ThT inconclusive, Luc counter 3%, RECQ1 inh -4% and KDM4E inh -5%.
For CN(C)/C=N/c1cc(=O)n(C)c(=O)n1Cc1ccccc1 the results were ALDH1A1 block 10%&12%, SMN2 splice enh inconclusive, L3MBTL1 block 4%, Tau fibril ThT -2%&-2%, Luc counter -3%&1%, RECQ1 inh -8%, Lamin A splicing inconclusive and KDM4E inh -7%&11%.
`COc1ccc(C(CC(=O)O)NS(=O)(=O)c2ccc(C)cc2)cc1` (stereo unspecified) gave ALDH1A1 block 2%, SMN2 splice enh 1%, Tau fibril ThT 10%, Luc counter -1%, RECQ1 inh inactive, Lamin A splicing -6% and KDM4E inh -9%.
Cc1ccc(-c2nnc3sc(CCc4ccccc4)nn23)cc1 was read as ALDH1A1 block 3.5µM*, SMN2 splice enh inconclusive, L3MBTL1 block -5%[11.4 µM], Tau fibril ThT -8%, Luc counter 11%, RECQ1 inh 5%, Lamin A splicing -2% and KDM4E inh 3%.
`CCOCCCNC(=O)C1CCC(CNS(=O)(=O)c2ccc(F)cc2)CC1` (stereo unspecified) gave ALDH1A1 block -5%, SMN2 splice enh 0%, L3MBTL1 block 3%, Tau fibril ThT -15%, Luc counter -5%, RECQ1 inh inactive, Lamin A splicing 13% and KDM4E inh 9%.
COc1cc(C2C(C#N)=C(N)Oc3n[nH]c(C)c32)ccc1OC(=O)c1ccccc1 (stereo unspecified) was read as ALDH1A1 block inconclusive, SMN2 splice enh -9%, L3MBTL1 block -5%, Tau fibril ThT inconclusive, Luc counter -1%, RECQ1 inh 6%, Lamin A splicing 10% and KDM4E inh -3%.
Screening C=C1SC(Nc2c(C)cc(C)cc2C)=NC12CCCCC2 returned L3MBTL1 block 2%, Tau fibril ThT -16%, RECQ1 inh -8% and KDM4E inh 7%.
`C=C(c1ccc(O)cc1)c1ccc(O)cc1` gave ALDH1A1 block -17%, SMN2 splice enh 2%, L3MBTL1 block -6%, Tau fibril ThT inconclusive, Luc counter 1%, RECQ1 inh -4%, Lamin A splicing -11% and KDM4E inh -13%.

Next part; it opens with the 2 that closed the last part.
Screening C=C1SC(Nc2c(C)cc(C)cc2C)=NC12CCCCC2 returned L3MBTL1 block 2%, Tau fibril ThT -16%, RECQ1 inh -8% and KDM4E inh 7%.
`C=C(c1ccc(O)cc1)c1ccc(O)cc1` gave ALDH1A1 block -17%, SMN2 splice enh 2%, L3MBTL1 block -6%, Tau fibril ThT inconclusive, Luc counter 1%, RECQ1 inh -4%, Lamin A splicing -11% and KDM4E inh -13%.
For O=C(COc1ccccc1C(=O)c1cnn(-c2ccccc2)c1)Nc1ccccc1 the results were ALDH1A1 block -5%, SMN2 splice enh 25µM*, L3MBTL1 block 3%, Tau fibril ThT -8%, Luc counter -8%, RECQ1 inh -14%, Lamin A splicing -10% and KDM4E inh -11%.
Screening S=C(NCc1ccco1)N1CCN(c2ccccc2Cl)CC1 returned ALDH1A1 block inconclusive, SMN2 splice enh 5%, L3MBTL1 block -7%, Tau fibril ThT -9%, Luc counter 0%, RECQ1 inh -15%, Lamin A splicing -15%[46 µM] and KDM4E inh 11%.
For O=C(CN1C(=O)NC2(CCCCCC2)C1=O)Nc1ccc(S(=O)(=O)N2CCOCC2)cc1 the results were ALDH1A1 block -2%, SMN2 splice enh -20%, Tau fibril ThT -10%, Luc counter 4%, RECQ1 inh inactive, Lamin A splicing 9% and KDM4E inh -2%.
Cc1ccccc1NC(=O)CSC(N)=O was read as ALDH1A1 block 0.79µM*, SMN2 splice enh -30%, L3MBTL1 block 11%, Tau fibril ThT 25µM*, Luc counter 10%, RECQ1 inh -2%, Lamin A splicing -5% and KDM4E inh -1%.
COc1ccc(C(=O)COC(=O)CCN2C(=O)[C@@H]3[C@H](C2=O)[C@@H]2C[C@H]3C(Br)C2Br)cc1 (stereo partly specified) was read as ALDH1A1 block 3%, SMN2 splice enh 1%, L3MBTL1 block 35%[activator], Tau fibril ThT 2%, Luc counter -1%, RECQ1 inh 0%, Lamin A splicing inconclusive and KDM4E inh -3%.
For CN1C(=O)c2ccccc2C(C(=O)NCCCN2CCCC2=O)C1c1c[nH]c2ccccc12 (stereo unspecified) the results were ALDH1A1 block -3%, SMN2 splice enh 2%, Tau fibril ThT -4%, Luc counter -2%, RECQ1 inh -5%, Lamin A splicing -1% and KDM4E inh 12%.
Screening O=C(NC12CC3CC(CC(C3)C1)C2)N1CCN(C2CCCCC2)CC1 returned ALDH1A1 block 6%, SMN2 splice enh -22%, Tau fibril ThT -2%, Luc counter -2%, RECQ1 inh inactive and KDM4E inh -6%.
`Brc1ccc(-c2cn3cccnc3n2)cc1` gave ALDH1A1 block inconclusive, SMN2 splice enh 7.9µM*, L3MBTL1 block 11%, Tau fibril ThT inconclusive, Luc counter -11%, RECQ1 inh -3%, Lamin A splicing -6% and KDM4E inh inconclusive.
C/C(=N\N=c1/sc2ccccc2n1C)c1ccc(N2CCOCC2)cc1 was read as ALDH1A1 block 6%, SMN2 splice enh 12%, L3MBTL1 block -26%, Tau fibril ThT inconclusive, Luc counter -2%, RECQ1 inh inactive, Lamin A splicing -10%[46 µM] and KDM4E inh -8%.
For COCCN1C(=O)N[C@@H](c2ccco2)C(C(=O)OC)=C1C the results were ALDH1A1 block 8%[13.5 µM], SMN2 splice enh 7%[9.22 µM], Tau fibril ThT inconclusive, Luc counter -3%[7.66 µM], RECQ1 inh inactive[11.5 µM], Lamin A splicing 6%[9.22 µM] and KDM4E inh 10%[11.4 µM].
`Fc1ccc(CNC(=S)Nc2cccc(Cl)c2)cc1` gave ALDH1A1 block inconclusive, SMN2 splice enh 4%, L3MBTL1 block 10%, Tau fibril ThT -6%, Luc counter 1%, RECQ1 inh -9%, Lamin A splicing inconclusive and KDM4E inh 8%.
For COc1cc(C(=O)NCc2ccc(C)cc2)ccc1OC(F)F the results were ALDH1A1 block -5%, SMN2 splice enh -19%, L3MBTL1 block -1%, Tau fibril ThT 2%, Luc counter -1%, RECQ1 inh -2%, Lamin A splicing inconclusive and KDM4E inh 7%.

Bioassay records as filed in PubChem.
